TPT1 inhibitor: blocks Candida albicans tRNA 2'-phosphotransferase | recombinant caTPT1, FP RNA substrate dephosphorylation | inhibition, % at 5 µM | 300,000 tested, 0.81% active;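 active means inhibition above the mean of all tested compounds plus 3 SD, set per screening campaign, cut at about 24% in these data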;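 further: plate controls were DMSO alone for no effect and ferristatin control at 100 nM for full effect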
HCV core dimer: HCV core protein dimerization inhibition; inhibition, % at 5 µM; TR-FRET GST/Flag-core106 dimerization, 1536-well; 300,000 tested, 0.33% active; AID 1899;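 active means inhibition above the mean of all tested compounds plus 3 SD, set per screening campaign, cut at about 45% in these data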
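System: GST-tagged and Flag-tagged HCV core protein residues 1-106 / Input: core106 proteins, GST 13.5 nM and Flag 17 nM / Buffer or medium: KF-containing HEPES buffer, pH 7.45, DTT, CHAPS, BSA / Probe or stimulus: Eu-anti-GST and XL665-anti-Flag labelled anti-tag antibodies / Schedule: 4 h, 22.5 °C incubation / Technique: TR-FRET 671 and 617 nm emission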
PREPL inhibitor: inhibitors of human prolyl oligopeptidase-like enzyme PREPL. inhibition, % at 5.96 µM. recombinant PREPL, fluorescence polarization activity-based probe. 320,000 tested, 0.68% active. Q4J6C6; in the data active means inhibition above about 43%;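 further: 0% = enzyme with DMSO and 100% = wells lacking enzyme; many of its hits are not listed in these tables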
Target sequence (Q4J6C6 whole entry, looked up): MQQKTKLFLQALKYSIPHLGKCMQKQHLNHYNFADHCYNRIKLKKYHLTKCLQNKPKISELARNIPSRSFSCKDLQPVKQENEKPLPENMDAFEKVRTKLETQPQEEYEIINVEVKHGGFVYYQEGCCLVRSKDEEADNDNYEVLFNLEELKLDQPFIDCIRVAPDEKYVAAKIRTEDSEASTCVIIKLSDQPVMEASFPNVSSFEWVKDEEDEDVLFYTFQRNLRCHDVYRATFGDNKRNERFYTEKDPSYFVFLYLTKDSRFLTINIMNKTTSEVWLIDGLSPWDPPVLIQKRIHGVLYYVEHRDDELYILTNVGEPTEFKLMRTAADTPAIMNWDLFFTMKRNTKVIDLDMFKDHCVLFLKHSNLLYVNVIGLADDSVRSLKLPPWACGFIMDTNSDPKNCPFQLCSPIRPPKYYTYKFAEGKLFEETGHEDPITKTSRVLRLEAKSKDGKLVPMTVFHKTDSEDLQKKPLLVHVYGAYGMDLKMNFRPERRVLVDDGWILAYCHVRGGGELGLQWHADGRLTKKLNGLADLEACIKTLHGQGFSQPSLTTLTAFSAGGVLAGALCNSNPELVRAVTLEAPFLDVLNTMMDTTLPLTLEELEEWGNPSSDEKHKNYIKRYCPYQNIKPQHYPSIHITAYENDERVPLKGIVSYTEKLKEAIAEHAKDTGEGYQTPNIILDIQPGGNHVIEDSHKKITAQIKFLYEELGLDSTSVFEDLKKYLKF
EBNA-1 inhibitor: blocks EBNA-1 binding to DNA; EBNA-1 DNA binding, fluorescence polarization; inhibition, % at 14.8 µM; AID 1950; 300,000 tested, 0.34% active; in the data active means inhibition above about 28%
PP5 primary: PP5 (human) phosphatase inhibition. inhibition, % at 6.7 µM. 320,000 tested, 0.18% active. P53041. purified PP5c, OMFP substrate fluorescence;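 active means inhibition above the campaign's mean inhibition across all tested compounds plus 3 SD, cut at about 9.5% in these data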;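 further: 0% = DMSO only and 100% = 100 µM cantharidin control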
Fh CTSL1 inh: cathepsin L1 inhibition, PFM18AAP counter-screen | 300,000 tested, 0.49% active | inhibition, % at 5.96 µM | recombinant F. hepatica cathepsin L1, Z-Leu-Arg-MCA fluorescence;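 active means inhibition above the mean of all tested compounds plus 3 SD, set per screening campaign, cut at about 17% in these data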;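 further: 0% = plate median of test compound wells and 100% = 1 µM Z-Phe-Ala-diazomethylketone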
PP1 inh: counter-screen for PP5 inhibitors: inhibitors of human PP1-alpha | purified PP1alpha, OMFP fluorescence | inhibition, % at 6.7 µM | 320,000 tested, 0.9% active | AID 2235;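 active means inhibition above the mean inhibition of all tested compounds plus 3 SD, computed separately for each screening campaign, cut at about 15% in these data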
ZTA counter: blocks Epstein-Barr virus ZTA, an EBNA-1 counter-screen; P03206; inhibition, % at 11 µM; AID 2234; 320,000 tested, 0.15% active; ZTA-DNA binding, fluorescence polarization; in the data active means inhibition above about 33%
Target sequence (P03206 whole entry, looked up): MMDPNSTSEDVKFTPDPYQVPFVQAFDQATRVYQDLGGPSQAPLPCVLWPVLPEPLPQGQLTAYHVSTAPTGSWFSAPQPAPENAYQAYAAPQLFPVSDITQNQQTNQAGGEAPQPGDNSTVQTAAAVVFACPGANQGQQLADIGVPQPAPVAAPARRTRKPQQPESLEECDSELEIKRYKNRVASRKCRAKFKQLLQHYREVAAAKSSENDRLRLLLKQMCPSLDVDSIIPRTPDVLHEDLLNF
Efflux pump inh: blocks antifungal efflux pumps in multiplex yeast assay; S. cerevisiae Candida pump triplex, Nile Red efflux; inhibition, % at 10 µM; 330,000 tested, 0.44% active; AID 485275;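 active means plate passing quality check with inhibition over a set limit, or well fluorescence over plate mean plus 4 SD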;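 further: Nile Red retained in pooled yeast measured as flow cytometry median fluorescence; 0% = buffer negative control and 100% = Enniatin B positive control; higher means more Nile Red kept so more efflux inhibition; some compounds called inactive have numbers as strong as hits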
Starred values were filed as active, the others as inactive; i = inactive; / = no result given. This is a subset; the hit share may differ from the screen's.

1: Cc1ccc(C)c(S(=O)(=O)N2CCN(C(=O)c3cccnc3)CC2)c1
2: O=C(c1cc(-c2ccc(Cl)cc2)nc2ccccc12)N1CCOCC1
3: CCOC(=O)c1c(NC(=O)CSc2nc3ccccc3s2)sc(C(C)=O)c1C
4: COc1cc(OC)c(OC)cc1/C=C1\Oc2cc(OS(C)(=O)=O)ccc2C1=O
5: CC1(C)NC(=O)N(CC(O)CNC23CC4CC(CC(C4)C2)C3)C1=O (stereo not given)
6: COc1ccc(-c2csc(NCc3ccco3)n2)cc1
7: CC(C)CN(C(=O)COC(=O)CNC(=O)c1ccc(Cl)cc1)C1CCS(=O)(=O)C1 (stereo not given)
8: CCOC(=O)N1CCN(C(=O)c2ccc(N(Cc3ccc(Cl)cc3)S(C)(=O)=O)cc2)CC1
Screen / compound no.	1	2	3	4	5	6	7	8
TPT1 inhibitor	-3	-3	1	75*	-1	4	2	0
HCV core dimer	1	-3	-8	3	-4	14	2	1
PREPL inhibitor	1	3	-32	8	-1	19	5	5
EBNA-1 inhibitor	8	-2	0	0	12	0	4	8
PP5 primary	-0.2	3.4	2.8	0.7	-1.5	-0.2	0.7	0.4
Fh CTSL1 inh	0	3	-2	-6	1	4	-8	-2
PP1 inh	-2	-3	8	0	-3	0	-2	3
ZTA counter	2	-1	2	-19	31	1	-12	16
Efflux pump inh	-0.1	0.2	0.3	-0.1	0.0	-0.1	0.2	0.2

Looked up one by one from the list above:
7: CC(C)CN(C(=O)COC(=O)CNC(=O)c1ccc(Cl)cc1)C1CCS(=O)(=O)C1 (stereo not given)
2: O=C(c1cc(-c2ccc(Cl)cc2)nc2ccccc12)N1CCOCC1
6: COc1ccc(-c2csc(NCc3ccco3)n2)cc1
Screen / compound no.	7	2	6
TPT1 inhibitor	2	-3	4
HCV core dimer	2	-3	14
PREPL inhibitor	5	3	19
EBNA-1 inhibitor	4	-2	0
PP5 primary	0.7	3.4	-0.2
Fh CTSL1 inh	-8	3	4
PP1 inh	-2	-3	0
ZTA counter	-12	-1	1
Efflux pump inh	0.2	0.2	-0.1

More compounds follow.
9: O=C(N/N=C/c1cn(-c2cccs2)nc1-c1ccccc1)c1ccc(O)cc1
10: COc1cccc(C(=O)c2sc(NC(C)C)nc2N)c1
11: CCN(CC)c1cccc(OCC(=O)N(C)CCC#N)c1
12: O=C(CCc1ccccc1)NNC(=O)c1ccccc1C(=O)O
13: CCc1ccc(N2CC(O)(c3cccs3)[N+]3=C2SCCC3)cc1 (stereo not given)
14: CCNS(=O)(=O)c1ccc(CCC(=O)N2CCc3ccccc3C2)cc1
15: c1ccc(-c2cc(N3CCCCCC3)n[nH]2)cc1
16: N#Cc1c(-c2ccccc2)cc(C2CC2)nc1SCC(=O)O
Screen / compound no.	9	10	11	12	13	14	15	16
TPT1 inhibitor	2	-6	43*	-2	4	2	1	3
HCV core dimer	12	-4	25	-5	1	-12	-5	-3
PREPL inhibitor	5	17	12	-10	6	-4	10	7
EBNA-1 inhibitor	7	6	-4	1	1	-3	1	1
PP5 primary	2.5	-2.5	2.6	0.2	-1.5	0.5	0.8	-2.7
Fh CTSL1 inh	5	6	0	2	-4	2	-2	5
PP1 inh	-2	-1	1	-3	9	-2	1	-1
ZTA counter	0	-3	2	-17	-1	-5	4	-13
Efflux pump inh	0.3	0.0	2.1*	-0.1	0.0	-0.1	0.0	-0.7

17: CC(=O)c1ccc(-c2cccc(-c3nc4ccccn4c3NC3CCCCC3)c2)cc1
18: COc1ccc(Br)cc1-c1noc(-c2ccncc2)n1
19: O=C(CCN1CCOCC1)NC1CCCN(Cc2ccccc2F)C1 (stereo not given)
20: COCCn1c(=O)[nH]c2cc(C(=O)OC)ccc2c1=O
21: COc1ccccc1CC(=O)Nc1cccc2c1CCCC2
22: COc1ccc(C2OC(=O)Cc3cc(OC)c(OC)cc32)cc1 (stereo not given)
23: CS(=O)(=O)N(CC(=O)N1CCC(C(N)=O)CC1)C1CCCCC1
24: CCc1ccccc1NC(=O)N[C@H](C(=O)O)C(C)C
Screen / compound no.	17	18	19	20	21	22	23	24
TPT1 inhibitor	1	-2	-1	-1	-2	-7	-2	-5
HCV core dimer	-2	3	-17	-2	5	2	4	-6
PREPL inhibitor	7	-8	13	-1	-1	13	-15	4
EBNA-1 inhibitor	-6	-11	7	-4	0	-7	16	-3
PP5 primary	5.0	2.4	2.9	0.7	0.6	-1.4	0.0	1.2
Fh CTSL1 inh	4	0	4	1	-1	10	0	5
PP1 inh	5	-2	-4	-1	0	-12	2	2
ZTA counter	-3	-1	-7	7	-2	-3	10	-2
Efflux pump inh	0.0	-0.2	0.1	-0.2	0.1	-0.2	-0.1	0.0

25: Cc1c(OC(C)C(=O)NCCCN2CCCC2=O)ccc2c3c(c(=O)oc12)CCCC3 (stereo not given)
26: COc1cccc(N2CC34C=CC(O3)C(C(=O)O)C4C2=O)c1 (stereo not given)
27: Cc1ccc(C)c(OCC(=O)NCC(c2ccco2)N2CCCCC2)c1 (stereo not given)
28: COc1ccc(C)cc1NC(=O)C1CC(=O)N(Cc2ccco2)C1 (stereo not given)
29: O=C(Nc1cc(Cl)ccc1F)c1ccc(-n2cncn2)c([N+](=O)[O-])c1
30: CCN1CCN(c2ccc(S(=O)(=O)N3CCOCC3)cc2NC(=O)C(C)Oc2ccc(Cl)cc2)CC1 (stereo not given)
31: CCN1CCc2c(OCC(=O)N3N=C(c4cccs4)CC3c3ccc(F)cc3)cccc2C1=O (stereo not given)
32: COc1ccc(/C=C(\NC(=O)c2ccco2)C(=O)NCc2ccco2)cc1
Screen / compound no.	25	26	27	28	29	30	31	32
TPT1 inhibitor	-5	2	1	-3	-3	-4	-2	3
HCV core dimer	11	7	2	-1	-4	-3	19	-4
PREPL inhibitor	7	-3	4	15	19	24	4	-2
EBNA-1 inhibitor	-3	-2	-8	-4	-5	9	-8	6
PP5 primary	2.3	1.8	2.1	-0.7	-1.2	-1.2	4.1	-0.4
Fh CTSL1 inh	-2	-1	4	9	-4	2	3	0
PP1 inh	0	0	-5	-2	-1	-4	2	1
ZTA counter	-10	-1	-8	-25	-9	4	8	-8
Efflux pump inh	-0.1	0.0	0.2	-0.1	0.0	-0.1	-0.1	-0.2

33: O=C(Cn1c(=O)n(Cc2ccco2)c(=O)c2c3c(sc21)CCCCC3)c1ccccc1
34: CC(C)Cc1nnc(NC(=O)CSc2nc(N)cc(=O)[nH]2)s1
35: O=C1CC(=O)CC(c2ccco2)C1
36: Cc1ccccc1OCC(O)CN(CCO)Cc1ccccc1 (stereo not given)
37: COC(=O)c1ccccc1-c1c2ccc(=N)cc-2oc2cc(N)ccc12
38: COc1ccccc1-n1c(CCC(=O)O)ccc1-c1ccccc1
39: COc1ccc(C2=CC3=C(Br)C(=O)C(C)(OC(=O)c4cccs4)C(=O)C3=CO2)cc1 (stereo not given)
40: CCOP(=O)(OCC)C(NC(=O)NS(=O)(=O)c1ccc(C)cc1)c1ccccc1 (stereo not given)
Screen / compound no.	33	34	35	36	37	38	39	40
TPT1 inhibitor	7	-1	-2	2	/	1	5	-2
HCV core dimer	72*	-1	-3	-1	/	-17	5	5
PREPL inhibitor	17	0	-3	-10	151*	14	14	-6
EBNA-1 inhibitor	25	-3	5	-10	/	-1	-4	-2
PP5 primary	2.9	0.6	0.4	-1.2	i	2.1	2.0	-0.5
Fh CTSL1 inh	5	-3	1	0	/	1	-1	0
PP1 inh	25*	2	1	4	i	5	7	-2
ZTA counter	1	-22	14	10	16	10	11	-4
Efflux pump inh	0.5	0.1	-0.1	0.3	116*	-0.1	-0.1	-0.2

Structures listed so far containing bromine:
18: COc1ccc(Br)cc1-c1noc(-c2ccncc2)n1
39: COc1ccc(C2=CC3=C(Br)C(=O)C(C)(OC(=O)c4cccs4)C(=O)C3=CO2)cc1 (stereo not given)
Screen / compound no.	18	39
TPT1 inhibitor	-2	5
HCV core dimer	3	5
PREPL inhibitor	-8	14
EBNA-1 inhibitor	-11	-4
PP5 primary	2.4	2.0
Fh CTSL1 inh	0	-1
PP1 inh	-2	7
ZTA counter	-1	11
Efflux pump inh	-0.2	-0.1

(listing goes on)
41: CCC(C)N(C(=O)COC(=O)CN=C1NS(=O)(=O)c2ccccc21)C1CCS(=O)(=O)C1 (stereo not given)
42: O=C(COc1ncnc2ccccc12)NCCCN1CCCC1=O
43: COc1cccc(/C=N/NC(=S)NC2CC3CC2C2C=CCC32)c1O (stereo not given)
44: COCCn1c(=S)[nH]c2cc(C(=O)N3CCN(c4cccc(Cl)c4)CC3)ccc2c1=O
45: CCOc1ccc(OCCCC(=O)NCCOc2ccccc2OC)cc1
46: CC1CN(c2oc(COc3ccc(Cl)cc3Cl)nc2C#N)CC(C)O1 (stereo not given)
47: CN(CC(=O)Nc1cccc(F)c1)C(=O)C1=COCCO1
48: O=C(O)CNC1=NCCCCC1
Screen / compound no.	41	42	43	44	45	46	47	48
TPT1 inhibitor	/	-4	0	1	-5	0	1	3
HCV core dimer	/	-8	7	15	-2	3	-3	0
PREPL inhibitor	2	19	-2	19	-5	19	8	-2
EBNA-1 inhibitor	/	4	14	-1	-1	-26	-3	-2
PP5 primary	1.0	-0.5	-0.8	3.7	-1.1	4.4	0.2	2.7
Fh CTSL1 inh	/	0	-1	0	2	4	-3	-2
PP1 inh	-2	-1	-4	-3	1	-3	-3	-1
ZTA counter	-7	10	15	9	-2	-5	-4	4
Efflux pump inh	0.1	0.0	0.0	0.0	-0.4	0.2	0.0	0.1

49: Cc1c(CCC(=O)NC2CC2)c(=O)oc2cc(O)ccc12
50: O=C(Nc1nc2c(s1)CCCC2)c1cccnc1
51: COc1ccc(N2CC(C(=O)OCC(=O)Nc3cccc(C)c3)CC2=O)cc1 (stereo not given)
52: CCNC(=S)Nc1cccc(Cl)c1C
53: Cc1ccccc1Nc1nc(N)nc(COC(=O)c2ccccc2)n1
54: Nc1nc(Nc2ccccc2)nc2c1ncn2[C@@H]1O[C@H](CO)[C@@H](O)[C@H]1O
55: CC(C)CCN1CCN(Cc2ccoc2)CC1CCO (stereo not given)
56: CN(C)S(=O)(=O)c1cccn1-c1ncc(C(F)(F)F)cc1Cl
Screen / compound no.	49	50	51	52	53	54	55	56
TPT1 inhibitor	-4	2	1	-1	2	-3	0	-2
HCV core dimer	5	4	7	-4	-3	11	-2	3
PREPL inhibitor	12	7	-5	-1	3	7	21	-4
EBNA-1 inhibitor	-1	-2	11	8	7	2	-2	-3
PP5 primary	3.6	0.5	-0.2	1.1	2.8	0.3	-2.0	-0.7
Fh CTSL1 inh	5	5	-25	-3	-2	-1	7	-4
PP1 inh	-6	2	-4	-2	0	-4	-3	-4
ZTA counter	-8	7	10	8	17	5	14	4
Efflux pump inh	-0.2	0.1	0.0	0.0	-0.2	0.0	0.1	0.0

57: CSCCC(NC(=O)c1ccccc1C)C(=O)O (stereo not given)
58: O=C(Cn1ncc2c3ccccc3n(Cc3ccccc3)c2c1=O)NCCCN1CCCC1
59: COc1ccc2cc(/C(C)=N/NC(=O)C3CC3)ccc2c1
60: CC(=O)N1Cc2cc([N+](=O)[O-])ccc2Oc2ccccc21
61: O=c1[nH]c2ccccc2nc1Cc1ccc([N+](=O)[O-])cc1
62: CC1(NC(=O)CC(c2ccccc2)(c2ccccc2)c2ccccc2)CCN(CCCc2ccccc2)C1=O (stereo not given)
Screen / compound no.	57	58	59	60	61	62
TPT1 inhibitor	-2	2	1	-4	-1	/
HCV core dimer	1	-6	4	-8	6	/
PREPL inhibitor	10	1	-16	16	-9	12
EBNA-1 inhibitor	-1	-8	12	-4	18	/
PP5 primary	1.3	-0.6	0.8	1.1	4.0	4.7
Fh CTSL1 inh	4	-1	1	3	4	/
PP1 inh	-3	-6	2	0	1	11
ZTA counter	1	2	-4	-20	-2	7
Efflux pump inh	-0.1	0.3	-0.1	-0.1	-0.3	0.4
